TbREL1 primary = TbREL1 RNA ligase inhibitors, primary screen, biochemical, FRET fluorescence | RNA-editing ligase 1, mitochondrial (Trypanosoma brucei brucei), P86926 | TbREL1 RNA ligation | inhibition, % at 9.66 µM | hit rate 0.49% among 89,000;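 active means inhibition above the mean inhibition across all screened compounds plus 3 SD, cut at about 11% in these data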;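 further: 0% = plate median of test wells and 100% = NSC42067 control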
Target sequence (P86926 whole entry, looked up): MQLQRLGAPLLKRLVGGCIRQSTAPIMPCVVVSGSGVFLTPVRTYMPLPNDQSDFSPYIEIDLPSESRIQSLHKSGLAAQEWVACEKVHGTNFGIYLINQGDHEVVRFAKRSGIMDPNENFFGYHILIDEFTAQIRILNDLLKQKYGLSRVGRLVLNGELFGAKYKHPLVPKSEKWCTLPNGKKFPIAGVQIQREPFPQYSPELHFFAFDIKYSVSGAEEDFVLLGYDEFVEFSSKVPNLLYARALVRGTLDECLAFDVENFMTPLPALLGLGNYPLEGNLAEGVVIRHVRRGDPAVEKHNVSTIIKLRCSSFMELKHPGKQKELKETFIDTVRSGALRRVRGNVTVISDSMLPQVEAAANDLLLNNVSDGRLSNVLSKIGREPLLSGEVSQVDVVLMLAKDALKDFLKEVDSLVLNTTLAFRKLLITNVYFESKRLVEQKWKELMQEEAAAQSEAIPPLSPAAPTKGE
Active calls of the source: *. An excerpt; count on the stated rates, not on these rows.

SMILES	TbREL1 primary
CCC(=O)N(Cc1cc2ccccc2[nH]c1=O)c1ccc(OC)cc1	-3
C[C@@H]1CCCCO[C@H](CN(C)S(=O)(=O)c2ccc(F)cc2)[C@@H](C)CN([C@H](C)CO)C(=O)c2cc(NC(=O)Nc3ccc(C(F)(F)F)cc3)ccc2O1	2
O=c1[nH][nH]c(C(F)(F)F)c1C=NCc1cccc(Cl)c1	1
Cc1nc2c(ncn2-c2ccccc2)c(=O)n1NC(=O)CN1CCCC1	0
O=C(c1ccc2c(=O)n3c(nc2c1)CCCCC3)N1CCN(c2ccccc2)CC1	-4
O=C(CSc1nc(-c2ccccc2)c(-c2ccccc2)o1)Nc1nnc(-c2ccccc2)s1	4
C/C(=N\NC(=O)c1cccc(C)c1)c1ccc(N2CCOCC2)cc1	8
O=S(=O)(c1ccc(F)cc1)N1CCC2(CC1)OCCO2	-2
c1ccc(CSc2nc3ccccc3[nH]2)cc1	-1
O=C(Nc1ccc(F)cc1)C(Cc1ccccc1)n1cccc1 (stereo not given)	-4
CCCCNC(=O)NS(=O)(=O)c1ccc(NC(=O)CSc2nnc(-c3ccc(Cl)cc3)n2N)cc1	2
COC(=O)c1c(NC(=O)c2cccs2)sc2c1CCCC2	3
O=C(Nc1cccc(-c2csc(Nc3cccc(C(F)(F)F)c3)n2)c1)c1ccccc1	0
CC(=O)c1cccc(Nc2nc(-c3cccc([N+](=O)[O-])c3)cs2)c1	0
CCCN(CCC)S(=O)(=O)c1ccc(NS(=O)(=O)c2ccc(F)cc2)cc1	-1
CC(C)Oc1ccc(CCc2nnc(SCC(=O)O)n2-c2ccccc2)cc1	-3
CN(Cc1nc2ccccc2c(=O)[nH]1)c1ccccc1	1
Cc1nc2ccc(S(=O)(=O)NC(C(=O)NC3CCCC3)C(C)C)cc2s1 (stereo not given)	2
CC(C)Oc1ccc(C(=O)CCN2CCCCC2)cc1	10
CCn1ccnc1CN(C)C(=O)C1CCC(=O)N(CCc2cccc(F)c2)C1 (stereo not given)	6
O=C(NC1=NCCS1)[C@H](Cc1ccccc1)N1C(=O)c2ccccc2C1=O	-2
Cc1noc(C)c1C(=O)N1CCC1(C)C(=O)NS(=O)(=O)c1ccc(C#N)cc1 (stereo not given)	8
COc1cccc(COC(=O)c2cc(S(=O)(=O)N3CCOCC3)ccc2Cl)c1OC	-1
CCc1ccc(OCC(=O)NN2Cc3ccccc3C2=N)cc1	3
CCOC(=O)N1CCN(C(=O)COC(=O)CNC(=O)c2ccc(Cl)cc2Cl)CC1	1
COc1ccc(-c2ccc(CN3C(C)C(=O)N(Cc4cn(CCC5OCCCO5)nn4)CCS3(=O)=O)cc2)cc1 (stereo not given)	-3
Cc1ccccc1N1CCN(C(=O)CCn2nnc3ccccc32)CC1	-2
O=C(O)CCC(=O)Nc1ccc(Oc2ncnc3cc(Cl)ccc23)nc1	0
O=C(c1ccc(NC(=O)C2(c3ccccc3)CCCC2)cc1)N1CCOCC1	0
COc1ccc(NC(=O)CCS(=O)(=O)c2cc3c(cc2Cl)NC(=O)CO3)cc1OC	-2
Cc1cc(C)c2c(N)c(C(=O)Nc3ccccc3Cl)sc2n1	-3
O=C(CCC(=O)OCc1ccc(Cl)cc1)Nc1cccc([N+](=O)[O-])c1	6
O=c1ccc2c(o1)/C(=C/C=C(Cl)Cl)CCC2	8
CN(C)CCNC(=O)c1onc(CSc2ccncc2)c1C(=O)NCCN(C)C	0
COc1ccc(O)c(C2NC(CC(C)C)(C(=O)O)C3C(=O)N(Cc4ccccc4)C(=O)C23)c1 (stereo not given)	1
C/C=C/C(=O)N1CCC(C(=O)NC2CCCc3ccccc32)CC1 (stereo not given)	3

2 entries from above, with each value named.
molecule: CCCCNC(=O)NS(=O)(=O)c1ccc(NC(=O)CSc2nnc(-c3ccc(Cl)cc3)n2N)cc1
  TbREL1 primary: 2
molecule: CCn1ccnc1CN(C)C(=O)C1CCC(=O)N(CCc2cccc(F)c2)C1 (stereo not given)
  TbREL1 primary: 6

Next part
SMILES	TbREL1 primary
CN1CCN(S(=O)(=O)c2cccc(C(=O)N(C)CC(=O)Nc3ccc(Cl)c(Cl)c3)c2)CC1	-3
Cc1ccc(Cc2nc3ccccc3n2C(CCc2ccccc2)c2nc3ccccc3[nH]2)cc1 (stereo not given)	0
Cc1ccc(NC(=O)C2C3C=CC4(CN(Cc5cccnc5)C(=O)C24)O3)cc1F (stereo not given)	2
N#CCSc1ncnc2ccccc12	-1
CCN(Cc1ccccc1)c1ccc(/C=N/NC(=O)c2cccc(S(=O)(=O)N3CCOCC3)c2)cc1	2
O=C(CCc1ccccc1)Nc1cccc(-c2nnc(-c3ccco3)o2)c1	8
COc1ccc(CC(=O)OCC(=O)NC2CCCCCC2)cc1OC	-2
COCCn1c(C)cc(C(=O)COC(=O)CCc2ccc(S(=O)(=O)N3CCOCC3)cc2)c1C	-3
CC(C)NC(=O)Nc1ccc2c(c1)C(=O)N([C@H](C)CO)C[C@H](C)[C@@H](CN(C)Cc1ccc(C(F)(F)F)cc1)OCCCC[C@@H](C)O2	3
CC(=O)COC(=O)c1cccc(N2C(=O)C3C4C=CC(C4)C3C2=O)c1 (stereo not given)	-2
COC(=O)C1C(=O)C=C(Nc2ccc(F)cc2F)CC1c1ccc(OC)cc1 (stereo not given)	-5
C#CCOCCOCCOCCNc1nc(N2CCN(C(=O)[C@H](CCCCN)n3cc([C@@H](N)[C@H](C)CC)nn3)CC2)nc(N2CCN(C(=O)[C@H](CCC(=O)O)n3cc([C@@H](N)CCCCN)nn3)CC2)n1	4

Fetched by structure from the list above (5):
SMILES	TbREL1 primary
CCN(Cc1ccccc1)c1ccc(/C=N/NC(=O)c2cccc(S(=O)(=O)N3CCOCC3)c2)cc1	2
Cc1ccc(NC(=O)C2C3C=CC4(CN(Cc5cccnc5)C(=O)C24)O3)cc1F (stereo not given)	2
CN1CCN(S(=O)(=O)c2cccc(C(=O)N(C)CC(=O)Nc3ccc(Cl)c(Cl)c3)c2)CC1	-3
COc1ccc(CC(=O)OCC(=O)NC2CCCCCC2)cc1OC	-2
COCCn1c(C)cc(C(=O)COC(=O)CCc2ccc(S(=O)(=O)N3CCOCC3)cc2)c1C	-3

The listing continues:
SMILES	TbREL1 primary
Brc1ccccc1C1=Nn2c(nnc2-c2ccco2)SC1	1
CCOC(=O)Cn1c(=NC(=O)c2cccs2)sc2cc(C(=O)OC)ccc21	10
CCCNC(=O)C12CCC(C)(C(=O)O1)C2(C)C (stereo not given)	0
CC1(C)CC2CC(C)(CN2CC(=O)C(C#N)c2ccccc2)C1 (stereo not given)	-2
c1ccc(CN2CCN(C3=Nc4cccc5cccc3c45)CC2)cc1	7
COc1ccc(NC(=O)NC(C)(C(F)(F)F)C(F)(F)F)cc1	-7
O=C(NCc1ccccc1)c1ccc2c(c1)C(=O)N(CC1CCCO1)C2=O (stereo not given)	1
CSc1ccc(CN(C)C(=O)c2cc3ccccc3o2)cc1	1
CCN(CC)S(=O)(=O)c1ccc(N2CC(C(=O)NCc3ccc4c(c3)OCO4)CC2=O)cc1 (stereo not given)	1
COc1ccc(S(=O)(=O)Cc2ccc(C(=O)N3CCN(c4cc(Cl)ccc4C)CC3)o2)cc1	-1
NNC(=O)Cn1cnc2ccccc21	-1
COc1cccc(NC(=O)CN(C)C(=O)[C@@H]2CCCN2C(=O)c2cccs2)c1	0
NC(=O)c1cc([N+](=O)[O-])ccc1NCc1cnccn1	4
Cc1cc(NS(=O)(=O)c2ccc(NC(=O)CSc3nnc(SCc4ccc(F)cc4)s3)cc2)nc(C)n1	2
O=c1/c(=C\c2ccc(O)cc2)sc2n1C(c1ccccc1)C(c1ccccc1)=NN=2 (stereo not given)	1
CC(NCC(O)c1ccc([N+](=O)[O-])cc1)C12CC3CC(CC(C3)C1)C2 (stereo not given)	9
CCCCn1nnnc1C(c1cc2ccccc2o1)N(C)Cc1ccc(Cl)c(Cl)c1 (stereo not given)	6
Cc1cc(C)n(-c2nc3c(c(=O)[nH]c(=O)n3C)n2CC(C)C)n1	-5
COc1ccc(S(=O)(=O)N2CCCC(C(=O)NCc3ccco3)C2)cc1OC (stereo not given)	4
CN(c1ccc(C(=O)Nc2ccccc2Sc2ccccc2)cc1)S(C)(=O)=O	-1
CC(=O)NC(=S)Nc1sc2c(c1C#N)CCCCC2	-2
COc1cc(OC)cc(-c2csc(N3CCC(C(N)=O)CC3)n2)c1	6
O=C(Nc1ccccc1)N1CCN(c2ccccn2)CC1	2
COc1ccc(NC(=O)CSc2n[nH]c(-c3ccccn3)n2)cc1	-1
Nc1c(N(Cc2ccccc2)C(=O)CCc2ccccc2)c(=O)[nH]c(=O)n1Cc1ccccc1	1
Cc1ccc(N2CCN(c3ccc(NC(=O)CCC(=O)O)cc3)CC2)cc1	1
CC1=C(Cl)C2=NS(=O)(=O)CCN2C=C1Cl	-1
CN1OC[C@@H]2CN(C(=O)CCc3ccccc3)[C@H](c3cccc(-c4ccc(C#N)cc4)c3)C[C@@H]21	-2
Cc1ccc(C)n1-c1ccc(N(C)C)cc1	3
COc1cc(C(=O)Oc2cccc(/C=N/NC(=O)c3cc(C)[nH]n3)c2)cc(OC)c1OC	-2
CCCCCCn1c(O)c(/C=C2\C=NN=C2c2ccccc2)sc1=S	6
CC(=O)Nc1nnc(CSCc2ccc(F)cc2)s1	0
Cc1ccc(CCNC(=O)C2CCCN(S(=O)(=O)c3cnc[nH]3)C2)cc1 (stereo not given)	-1
Cc1cccc2c1CC(C)(C)N=C2C1=C(O)CC(C)(C)CC1=O	5
CCc1ccccc1NC(=S)N1CCC(NC(=O)c2ccc(OC)cc2)CC1	-1
Cc1nccn1CCC(=O)Nc1ccc(Cl)cc1	0
C[n+]1cccc(C2C(C#N)=C(N)Oc3c2ccc2ccccc32)c1 (stereo not given)	1
Nc1nc(CSC(=S)N2CCN(c3ccccc3)CC2)nc(Nc2ccc(F)cc2)n1	0
COC(=O)c1cccc(C(=O)N2CCC(CO)(CCc3ccccc3)CC2)c1	-4
CCCC[C@@H]1Cc2[nH][nH]c(=O)c2[C@@H](c2ccc(Cl)cc2)O1	-6
Cc1ccc(NC(=O)COC(=O)c2ccc3c(c2)OCCO3)cc1	-2
Cn1c(Cn2nnc(-c3ccccc3)n2)nnc1SCc1ccccc1Cl	3
S=C(NCCCN1CCOCC1)Nc1ccc(Nc2ccccc2)cc1	-3
C(=N/n1c2ccccc2c2ccccc21)/c1ccco1	4
CN(C)CCCN(C(=O)c1ccc(S(=O)(=O)N(C)C2CCCCC2)cc1)c1nc2ccc(Br)cc2s1	16*
O=C1CSC(c2cccnc2)N1Cc1ccc(Cl)cc1 (stereo not given)	1
CN(CC(=O)Nc1c(Cl)cccc1Cl)C(=O)CNC(=O)C1CCCCC1	3
O=C1CCCc2nc(N3CCN(Cc4ccccc4)CC3)ncc21	-1
O=C(O)c1cccc(N2C(=O)C3CC=C(Cl)CC3C2=O)c1 (stereo not given)	4
Cc1csc(NC(=O)CSc2nnc(-c3ccncc3)o2)n1	1
COc1cc(NC(N)=S)c(OC)cc1Cl	-1
CC(C)(C)c1cnnn1-c1ccc(C=O)cc1	0
Cc1ccccc1C(=O)O/N=C/c1c(N2CCOCC2)n(C)c2ccccc12	2
Cc1cccc(/C=N/NC(=O)Cn2nccc2C)n1	10
O=C(NNC(=O)c1ccccc1Br)c1cnccn1	8
COc1cc(OC)c(N(C)S(=O)(=O)c2cccc(C(=O)OCC(=O)N(C)Cc3ccccc3)c2)cc1Cl	5
C=CC(c1ccccc1)C(C(=O)c1ccccc1)N(C)C (stereo not given)	5
CCC(C(=O)OCC(=O)NC1CCS(=O)(=O)C1)c1ccccc1 (stereo not given)	-2
O=C(Nc1nc(-c2cccs2)cs1)c1ccco1	4
COc1ccc(C(=O)Nc2nc3ccccc3[nH]2)cc1	9
Carrying on.
SMILES	TbREL1 primary
CC(O)c1nc2c(c(=O)n(C)c(=O)n2C)n1C (stereo not given)	0
COC(=O)C1=C(C)N(Cc2cccc(C(F)(F)F)c2)C(=NCc2ccc(OC)cc2)NC1c1ccc(F)cc1 (stereo not given)	12*
CC(=O)N=c1c(C#N)cc2c(=O)n3ccccc3nc2n1CCCOC(C)C	1
O=C(NCc1cc(C(F)(F)F)cc(C(F)(F)F)c1)C1CC(c2ccccc2F)=NO1 (stereo not given)	1
COc1ccc(C(=O)OCC(=O)NC(=O)NCc2ccccc2)cc1[N+](=O)[O-]	1
C[C@@H]1O[C@@H](O[C@H]2[C@H](O)[C@@H](O)[C@H](Oc3c(-c4ccc(O)cc4)oc4cc(O)cc(O)c4c3=O)O[C@@H]2CO)[C@H](O)[C@H](O)[C@H]1O	2
CCCCCOc1ccc(C(=O)OC(C)C(=O)NCc2ccco2)cc1 (stereo not given)	-5
Cc1ccnc(NS(=O)(=O)c2ccc(NS(=O)(=O)c3cccs3)cc2)n1	1
CC1(C)S[C@@H]2C(C(=O)OCc3ccccc3)NC(=O)N2C1C(=O)OCc1ccccc1 (stereo not given in full)	10
CCSC(=O)CCCCCCCCCCCO	-6
CC(C)(C)NC(=O)c1ccc2c(c1)N(CC(=O)N1CCN(c3ccccc3F)CC1)C(=O)C(C)(C)O2	-2
COc1ccc(/C=C\C(=O)c2c(O)ccc3c(C)cc(=O)oc23)cc1	1
COC(=O)c1[nH]c2cccc(OC)c2c1NC(=O)CN1CC2(C)CC1CC(C)(C)C2 (stereo not given)	-3
CCc1cc(-c2n[nH]c(=S)n2Cc2ccccc2)cs1	1
COCCC1CCCCN1C(=O)c1cccc(OC2CCN(C3CCCC3)CC2)c1 (stereo not given)	-4
CCOc1nc(-c2ccc(OC)cc2)ccc1-c1noc(-c2cc(OC)c(OC)c(OC)c2)n1	1

Six of the entries above in order of the TbREL1 primary value, lowest first.
SMILES	TbREL1 primary
CN1CCN(S(=O)(=O)c2cccc(C(=O)N(C)CC(=O)Nc3ccc(Cl)c(Cl)c3)c2)CC1	-3
O=c1/c(=C\c2ccc(O)cc2)sc2n1C(c1ccccc1)C(c1ccccc1)=NN=2 (stereo not given)	1
C#CCOCCOCCOCCNc1nc(N2CCN(C(=O)[C@H](CCCCN)n3cc([C@@H](N)[C@H](C)CC)nn3)CC2)nc(N2CCN(C(=O)[C@H](CCC(=O)O)n3cc([C@@H](N)CCCCN)nn3)CC2)n1	4
Cc1cccc2c1CC(C)(C)N=C2C1=C(O)CC(C)(C)CC1=O	5
CCCCCCn1c(O)c(/C=C2\C=NN=C2c2ccccc2)sc1=S	6
CCOC(=O)Cn1c(=NC(=O)c2cccs2)sc2cc(C(=O)OC)ccc21	10
